High-throughput results (PubChem BioAssay)
TRPC6 inh: mouse TRPC6 channel inhibitors, primary screen, cell-based, HEK293, membrane potential dye; ACh-evoked depolarization; hits give low values; hit rate 1.1% among 310,000; AID 2553, 2010; B-score at 10 µM; Short transient receptor potential channel 6 (Mus musculus), Q61143;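 active means B-score under library mean minus 3 SD, initial fluorescence not abnormally high, positive integrated signal ratio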;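 further: B-score derived from integrated fluorescence ratio over the kinetic read; more negative B-score means stronger inhibition of depolarization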
TRPC4 block: inhibitors of mouse TRPC4 channel, primary screen, Fluo4 calcium, HEK293 TRPC4beta/mu-opioid cells; Short transient receptor potential channel 4 (Mus musculus), Q9QUQ5; DAMGO-evoked Fluo4 calcium flux; hits give low values; B-score at 10 µM; hit rate 0.39% among 300,000;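 active means B-score over 3 SD under the library average, no early fluorescence shift, positive overall ratio signal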
Target sequence (Q9QUQ5 whole entry, looked up): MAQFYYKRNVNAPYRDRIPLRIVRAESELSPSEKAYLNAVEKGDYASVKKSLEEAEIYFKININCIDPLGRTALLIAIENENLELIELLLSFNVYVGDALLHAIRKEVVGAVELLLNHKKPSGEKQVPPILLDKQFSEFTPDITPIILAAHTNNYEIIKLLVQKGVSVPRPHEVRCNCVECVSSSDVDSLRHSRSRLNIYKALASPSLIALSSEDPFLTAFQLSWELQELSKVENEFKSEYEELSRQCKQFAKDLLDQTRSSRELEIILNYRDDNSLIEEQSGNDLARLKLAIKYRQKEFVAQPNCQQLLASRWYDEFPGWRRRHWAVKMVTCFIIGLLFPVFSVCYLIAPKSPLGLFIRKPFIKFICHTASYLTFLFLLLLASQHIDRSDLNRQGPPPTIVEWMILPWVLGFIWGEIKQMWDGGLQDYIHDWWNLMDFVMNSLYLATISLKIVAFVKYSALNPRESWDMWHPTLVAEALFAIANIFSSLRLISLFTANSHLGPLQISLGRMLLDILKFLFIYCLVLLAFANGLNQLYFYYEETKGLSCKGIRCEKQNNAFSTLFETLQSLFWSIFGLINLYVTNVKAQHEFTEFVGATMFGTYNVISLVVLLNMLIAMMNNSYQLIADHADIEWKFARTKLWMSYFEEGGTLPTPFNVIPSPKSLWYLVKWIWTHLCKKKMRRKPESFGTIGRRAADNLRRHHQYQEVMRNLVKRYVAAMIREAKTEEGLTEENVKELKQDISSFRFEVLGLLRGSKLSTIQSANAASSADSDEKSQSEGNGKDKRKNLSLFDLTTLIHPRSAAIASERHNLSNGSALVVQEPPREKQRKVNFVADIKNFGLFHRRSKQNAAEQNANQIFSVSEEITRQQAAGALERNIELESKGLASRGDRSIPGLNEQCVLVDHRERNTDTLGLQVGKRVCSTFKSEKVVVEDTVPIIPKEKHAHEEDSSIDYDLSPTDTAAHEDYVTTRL
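System: stable TRPC4beta/mu-opioid receptor HEK293 cells; Dosing: single-point compound dosing; Measured by: Fluo4 Ca2+ flux fluorescence; Read-out basis: per-well B score of integrated baseline-normalized Fluo4 ratio.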
MrgX1 ag: agonists of human MrgX1 receptor, primary screen, HEK293 cells, Fluo-4 calcium flux. Mas-related G-protein coupled receptor member X1 (Homo sapiens), Q96LB2. Fluo-4 calcium fluorescence, agonist mode; hits give high values. B-score at 10 µM. hit rate 0.44% among 310,000;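 active means calcium response B-score plate-corrected fluorescence ratio at least 3 library SD, with starting fluorescence B-score inside 5 SD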
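Assay system: stable human MrgX1 HEK293 cell line. Quantity: 15,000 cells per well. Schedule: cells plated overnight, dye loaded 0.5 h 37 °C, 0.5 h room temperature. Detection: Fluo-4 NW calcium-flux fluorescence, kinetic read. Read-out basis: peak-minus-minimum fluorescence over baseline, converted to B scores. Control set: positive and negative control wells on each plate.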
SKKanGAS inh: S. pyogenes SKKanGAS growth inhibitors in kanamycin, primary screen, streptokinase expression inhibitor project, SKKanGAS strain, BacTiter-Glo luminescence; 6 h; inhibition, % at 7.5 µM; hit rate 1.3% among 300,000;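 active means mean replicate score, as percent of positive control median, at least 50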;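 further: strain carries kanamycin resistance gene driven by streptokinase promoter and grows in 40 µg/ml kanamycin; loss of luminescence reflects streptokinase promoter inhibition or plain growth inhibition; 0% = median of DMSO wells and 100% = positive control at its reference dose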
ANO1 block: TMEM16A chloride channel inhibitors, primary screen, cell-based, HTS. hit rate 1.2% among 310,000. normalized B-score (activity score, 25-100; higher = stronger inhibition) at 10 µM. HEK293 TMEM16A/YFP iodide influx fluorescence, ionomycin;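 active means ratio plate-corrected score three or more library SD toward inhibition, starting fluorescence score within five deviations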;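 further: score derived from kinetic fluorescence span divided by baseline fluorescence per well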
TRPC4 act: activators of mouse TRPC4 channel, primary screen, Fluo4 calcium, HEK293 TRPC4beta/mu-opioid cells. Fluo4 calcium fluorescence; hits give high values. B-score at 10 µM. hit rate 0.49% among 310,000. AID 2237, 2010;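 active means B-score above 5 SD of library B-scores, and initial fluorescence ratio not above library mean plus 5 SD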;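 further: positive B-score marks a calcium rise read as TRPC4 activation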
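System: HEK293 cells stably co-expressing mouse TRPC4beta and mu-opioid receptor; Schedule: Fluo4 dye loading 45 min at room temperature, 110 s recording; Detection: Fluo4 fluorescence, kinetic; Evaluation: B-scored integrated calcium fluorescence ratio; Controls: buffer (low) and maximal DAMGO (high).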
MrgX1 PAM: positive allosteric modulators of MrgX1, primary screen, HEK293 cells, Fluo-4 calcium flux | Mas-related G-protein coupled receptor member X1 (Homo sapiens), Q96LB2 | FDSS; hits give high values | B-score at 10 µM | hit rate 0.63% among 310,000;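 active means plate-corrected calcium response at least 3 library SD above typical, normal starting fluorescence, not activating the receptor alone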;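 further: compound read alongside a low EC10 to EC30 dose of BAM8-22 agonist; peak minus trough fluorescence over baseline measured at the second addition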
TRPC6 act: mouse TRPC6 channel activators, primary screen, cell-based, HEK293, membrane potential dye. B-score at 10 µM. AID 2550, 2010. HEK293-TRPC6 membrane potential dye fluorescence; hits give high values. hit rate 0.13% among 310,000. Short transient receptor potential channel 6 (Mus musculus), Q61143;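 active means B-score of the integrated fluorescence ratio above library mean plus 3 SD, and starting fluorescence ratio within library mean plus 5 SD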;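 further: higher score means more depolarization so channel activation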
TRPC4 potent: positive allosteric modulators of TRPC4, primary screen, cell-based, mouse TRPC4beta, HEK293 mu-opioid, Fluo-4 calcium. DAMGO EC20, Fluo-4 Ca2+ flux; hits give high values. B-score at 10 µM. hit rate 0.42% among 310,000. AID 2227, 2009;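 active means B-score of calcium response area above 5 SD of library B-scores, with initial fluorescence ratio within 5 SD of library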;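 further: B-score of integrated fluorescence ratio over time as area under calcium response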
MrgX1 antagonist: antagonists of human MrgX1 receptor, primary screen, HEK293 cells, Fluo-4 calcium flux. BAM8-22 antagonism; hits give low values. hit rate 1.3% among 310,000. AID 588676, 2011. Mas-related G-protein coupled receptor member X1 (Homo sapiens), Q96LB2. B-score at 10 µM;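 active means calcium-response B-score plate-corrected more than 3 library SD below zero, starting fluorescence within 5 deviations, no agonist response on first addition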;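 further: peak minus trough fluorescence over baseline after final BAM8-22 challenge near maximal dose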
TMEM16A act: TMEM16A chloride channel activators or potentiators, primary screen, cell-based, HTS; B-score at 10 µM; hit rate 0.3% among 340,000; HEK293 TMEM16A/YFP-H148Q/I152L, iodide quench fluorescence; hits give low values;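 active means fluorescence-ratio B-score plate-corrected deviation score at least 3 library SD below zero, with starting fluorescence score within 5 deviations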;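 further: channel opened by trigger with iodide after compound preincubation; score built on the fluorescence ratio of max minus min over baseline; more negative score means more quench and so TMEM16A activation or potentiation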
An asterisk follows results filed as active; i = inactive; / = not tested or not shown. An unsorted share of the library (roughly 6.7% active in at least one column).

SMILES | TRPC6 inh | TRPC4 block | MrgX1 ag | SKKanGAS inh | ANO1 block | TRPC4 act | MrgX1 PAM | TRPC6 act | TRPC4 potent | MrgX1 antagonist | TMEM16A act
O=C1c2cccc3cccc(c23)C(=O)N1CC1CCN(CC(O)COCc2ccc3c(c2)OCO3)CC1 (stereo unspecified) | -7.3* | i | i | 1 | i | i | i | i | i | i | i
CC(C)NC(=O)NC(=O)CN1C(=O)NC(Cc2c[nH]c3ccccc23)C1=O (stereo unspecified) | i | i | i | -9 | i | i | i | i | i | i | i
CN(C)c1nc(OCCNC(=O)COc2ccc(Cl)cc2Cl)nc(N2CCOCC2)n1 | i | i | i | -4 | i | i | i | i | i | i | i
CC(=O)Nc1ccc(NC(=O)C/C(C)=N/NC(=O)C(=O)Nc2ccc(C)c(Cl)c2)cc1 | i | i | i | 9 | i | i | i | i | i | i | i
CCOC(=O)C(CCCCCCC(NC(C)=O)(C(=O)OCC)C(=O)OCC)(NC(C)=O)C(=O)OCC | i | i | i | 14 | i | i | i | i | i | i | i
Cc1ccc(OCC(=O)NCCNC(=O)c2ccco2)cc1C | i | i | i | 2 | i | i | i | i | i | i | i
Cc1nn(CC(=O)N2CCN(C34CC5CC(CC(C5)C3)C4)CC2)c(C)c1[N+](=O)[O-] | i | i | i | 3 | i | i | i | i | i | i | i
Cc1cc(C)n2nc(SCC(=O)Nc3ccc(O)cc3)nc2n1 | i | i | i | 0 | i | i | i | i | i | i | i
CCNC(=S)N1CCC(NC(=O)C2CCCCC2)CC1 | i | i | i | 23 | i | i | i | i | i | i | i
CCC(C)NC(=O)CCNS(=O)(=O)c1ccc(Br)cc1 (stereo unspecified) | i | i | i | 0 | i | i | i | i | i | i | i
COc1ccc(-n2cc(-c3ccccc3)c3c(=S)nc[nH]c32)cc1 | i | i | i | 54* | i | i | i | i | i | i | i
N#Cc1cc2c(nc1SCC(=O)N1CCCCC1)CCCC2 | i | i | i | 5 | i | i | i | i | i | i | i
COc1ccc(C(=O)/C=C/c2ccccc2)c(OC)c1 | i | i | i | -1 | i | i | i | i | i | i | i
Cc1cc2oc(=O)c(CC(=O)NCCCN(C)C)c(C)c2c2occ(C(C)(C)C)c12 | i | i | i | -5 | i | i | i | i | i | i | /
COc1ccc2cc(S(=O)(=O)N3CCCCCC3)ccc2c1 | i | i | i | -2 | i | i | i | i | i | i | i
O=C(CSc1nc2ccccc2c(=O)n1-c1ccc(F)c(Cl)c1)Nc1cccc(S(=O)(=O)N2CCOCC2)c1 | i | i | i | 14 | i | i | i | i | i | i | i
CCOC(=O)c1c(C)n(C)c2ccc(OC(=O)c3ccc([N+](=O)[O-])cc3)cc12 | i | i | i | 7 | i | i | i | i | i | i | i
O=C(CCl)NCCCN(C(=O)C(Cl)Cl)c1ccc([N+](=O)[O-])cc1 | i | i | i | 2 | i | i | i | i | i | i | i
CC(C)OC(=O)C1C(=O)CC(C)(O)C(C(=O)OC(C)C)C1c1cccc(O)c1 (stereo unspecified) | i | i | i | -3 | i | i | i | i | i | i | i
COc1ccc(N(CC(=O)Nc2ccc(F)c(F)c2)S(=O)(=O)c2c(C)n[nH]c2C)cc1 | i | i | i | 22 | i | i | i | i | i | i | i
COc1ccc(-c2nn(C)c(=O)c3ccccc23)cc1NS(C)(=O)=O | i | i | i | 0 | i | i | i | i | i | i | i
CCCCC(=O)NC(=S)Nc1cccc(Cl)c1N1CCCCC1 | i | i | i | -14 | i | i | i | i | i | i | i
CC1(C(=O)NC2CCCCC2)CCC(=O)N1Cc1cccs1 (stereo unspecified) | i | i | i | -1 | i | i | i | i | i | i | i
Cc1ccc(-n2c(SCC(=O)N3CCOCC3)nc(O)cc2=O)cc1 | i | i | i | 11 | i | i | i | i | i | i | i
CC(=O)c1ccc(NC(=O)C2CCC(C)NC2=O)cc1 (stereo unspecified) | i | i | i | 6 | i | i | i | i | i | i | i
O=C(Nc1nccs1)c1ccc(N2C(=O)[C@@H]3[C@H](C2=O)[C@H]2C=C[C@@H]3C2)cc1 | i | i | i | -7 | i | i | i | i | i | i | i
CCOC(=O)c1cnc(SCC(=O)Nc2cc(C(F)(F)F)ccc2N2CCOCC2)nc1N | i | i | i | 6 | i | i | i | i | i | i | -7.1*
Cc1cccc(OCCCn2c(=O)sc3ccccc32)c1 | i | i | i | 45 | i | i | i | i | i | i | i
CCOC(=O)Cn1cc(C#N)c2ccccc21 | i | i | i | -4 | i | i | i | i | i | i | i
COc1ccc(/C=N/NC(=O)c2ccc3c(c2)OCCO3)c(OC)c1 | i | i | i | 2 | i | i | i | i | i | i | i
CCCCC1=CC2=C(c3ccco3)C(=O)C(C)(OC(=O)c3ccc(OC)cc3)C(=O)C2=CN1CCCCO (stereo unspecified) | i | i | i | 0 | i | i | i | i | i | i | i
COc1cccc(N(C(=O)Cn2nnc(-c3cccs3)n2)C(C(=O)NC2CCCCC2)c2ccncc2)c1 (stereo unspecified) | i | i | i | -7 | i | i | i | i | i | i | i
C/C=C(/C)C(=O)Nc1cccc(C2=NOC3(C2)C[C@@H](C(N)=O)N(C(=O)C2(C)CC2)C3)c1 (stereo partly specified) | i | i | i | 0 | i | i | i | i | i | i | i
Cc1cc(Cl)ccc1OCCCC(=O)N1CCOCC1 | i | i | i | 6 | i | i | i | i | i | i | i
S=C(NN=C1CCCCCC1)Nc1ccc(Cl)cc1 | i | i | i | 13 | i | i | i | i | i | i | i
CCOC(=O)c1[nH]c2ccccc2c1NC(=O)c1ccc(S(=O)(=O)N2CCCCC2)cc1 | i | i | i | 11 | i | i | i | i | i | i | i
CN(C)/C=C/C(=O)c1cnc(-c2ccc(Cl)cc2)s1 | i | i | i | 10 | i | i | i | i | i | i | i
CCCCSc1nc(O)c(C2OC(=O)c3c2ccc(OC)c3OC)c(=O)n1C (stereo unspecified) | i | i | i | 20 | i | i | i | i | i | i | i
COc1cccc(/C=C2\SC(=S)N(NS(=O)(=O)c3ccc(C)cc3)C2=O)c1OC | i | -6* | i | 14 | i | i | i | i | i | i | i
Cc1cc(NC(=O)CSc2nnnn2-c2ccccc2F)no1 | i | i | i | 0 | i | i | i | i | i | i | i
Cc1ccc2c(c1)c(-c1csc(N)n1)c(C)n2C | i | i | i | 21 | i | i | i | i | i | i | i
O=C(COc1cccc(C(F)(F)F)c1)Nc1ccc2[nH]ncc2c1 | i | i | i | -5 | i | i | i | i | i | i | i
O=C(N/N=C/c1ccc2c(c1)OCO2)c1sc2cccc(Cl)c2c1Cl | i | i | i | 10 | i | i | i | i | i | i | i
CC(C)(Oc1ccc(Cl)cc1)C(=O)NCc1ccco1 | i | i | i | -11 | i | i | i | i | i | i | i
CCOC(=O)c1nnn(-c2nonc2N)c1CS(=O)(=O)c1ccccc1 | i | i | i | 0 | i | i | i | i | i | i | i
COc1cccc2cc(C(=O)N3CCN(c4ncccn4)CC3)c(=O)oc12 | i | i | i | 6 | i | i | i | i | i | i | i
O=C(CCC1CCN(C(=O)c2cccc(Cl)c2F)CC1)Nc1ccccc1 | i | i | i | -5 | i | i | i | i | i | i | i
O=C(Cc1ccc(Cl)cc1)N/N=C/c1ccccc1 | i | i | i | -4 | i | i | i | i | i | i | i
N/C(=N\OC(=O)COc1ccc([N+](=O)[O-])cc1)c1ccncc1 | i | i | i | -4 | i | i | i | i | i | i | i
CCOc1ccc(S(=O)(=O)N2CCOCC2)cc1NC(=O)c1ccccc1F | i | i | i | -5 | i | i | i | i | i | i | i
CCCCS(=O)(=O)NC1=NCN(CCO)CN1 | i | i | i | -11 | i | i | i | i | i | i | i
Cc1noc(C)c1S(=O)(=O)N(CC(=O)Nc1ccc2c(c1)OCCO2)c1ccc(C(C)C)cc1 | i | i | i | 12 | i | i | i | i | i | i | i
C=CCNC(=O)c1c(Cl)cnn1-c1ccc(C)cc1 | i | i | i | 4 | i | i | i | i | i | i | i
Nc1ccccc1OCCOCCOCCOc1ccccc1N | i | i | i | 5 | i | i | i | i | i | i | i
CC(=O)Nc1cc(Cl)ccc1OS(=O)(=O)c1ccc(C)cc1 | i | i | i | 1 | i | i | i | i | i | i | i
O=C(CCCC(=O)OCC(=O)c1cccs1)Nc1ccc(Oc2ccccc2)cc1 | i | i | i | 0 | i | i | i | i | i | i | i
CCSc1nc2ccccc2c(=O)n1CCc1ccc(OC)c(OC)c1 | i | i | i | 6 | i | i | i | i | i | i | i
O=C(CSc1nc(-c2ccccc2)c(-c2ccccc2)o1)N1CCOCC1 | i | i | i | -7 | i | i | i | i | i | i | i
O=C1NC2(CCCCCC2)C(=O)N1Cc1cccc([N+](=O)[O-])c1 | i | i | i | 6 | i | i | i | i | i | i | i
CCn1cc([N+](=O)[O-])c(C(=O)Nc2c(C)nn(Cc3cccc(F)c3)c2C)n1 | i | i | i | -2 | i | i | i | i | i | i | i
CCOC(=O)N1CCC(Nc2c(NCCCN(CC)CC)c(=O)c2=O)CC1 | i | i | i | 0 | i | i | i | i | i | i | i
CC(Sc1nc(=O)cc(N)n1CCc1ccccc1)C(=O)NCc1ccccc1 (stereo unspecified) | i | i | i | 11 | i | i | i | i | i | i | i
